APE1 inh: qHTS Assay for Inhibitors of the Human Apurinic/apyrimidinic Endonuclease 1 (APE1) | DNA repair nuclease/redox regulator APEX1 (Homo sapiens), P27695 | recombinant APE1, TAMRA/BHQ-2 abasic DNA cleavage fluorescence | Potency, µM (highest dose often 65.8 µM), for inactives: at the highest dose activity change, negative = inhibition, hits mostly inhibitors | hit rate 0.35% among 350,000;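 also: plate controls were vehicle for no effect and reference inhibitor for full effect; nearly all actives have a fitted effect of over 55% in size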
Target sequence (P27695 whole entry, looked up): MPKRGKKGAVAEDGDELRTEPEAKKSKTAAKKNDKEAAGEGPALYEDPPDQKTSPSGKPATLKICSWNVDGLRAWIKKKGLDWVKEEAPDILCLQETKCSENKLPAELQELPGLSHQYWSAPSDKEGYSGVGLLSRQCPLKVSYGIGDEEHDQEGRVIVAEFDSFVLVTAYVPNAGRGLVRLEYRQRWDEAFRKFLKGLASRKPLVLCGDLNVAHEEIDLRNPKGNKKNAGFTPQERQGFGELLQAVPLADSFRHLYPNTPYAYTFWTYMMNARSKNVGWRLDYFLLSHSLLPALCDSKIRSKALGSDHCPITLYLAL
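Endonuclease cleavage of a quenched abasic-site DNA duplex (50 nM) by APE1 (0.75 nM) was tracked by TAMRA dequenching. Compounds were preincubated with enzyme 15 min at room temperature; data normalized to buffer-only and DMSO wells plus NSC13755 control.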
G9a block: qHTS Assay for Inhibitors of Histone Lysine Methyltransferase G9a | hit rate 8.8% among 350,000 | Histone-lysine N-methyltransferase EHMT2 (Homo sapiens), Q96KQ7 | Potency, µM (highest dose often 102 µM), without a hit: at the top dose activity, negative = inhibition, most hits filed as inhibitors | G9a H3K9 monomethylation, AlphaScreen, 2 h; also: % is scaled to controls: 0 for no effect and ±100 for the full control effect; nearly all actives have a fitted effect of over 75% in size
Target sequence (Q96KQ7 913-1193 limits assumed): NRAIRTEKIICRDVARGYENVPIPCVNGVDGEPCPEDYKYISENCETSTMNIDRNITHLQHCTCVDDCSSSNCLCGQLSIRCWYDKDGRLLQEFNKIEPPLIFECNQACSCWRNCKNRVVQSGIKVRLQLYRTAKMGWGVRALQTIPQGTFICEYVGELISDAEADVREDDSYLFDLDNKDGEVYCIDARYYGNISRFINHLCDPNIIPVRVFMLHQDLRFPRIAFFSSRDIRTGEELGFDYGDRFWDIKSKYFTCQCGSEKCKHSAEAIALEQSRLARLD
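Methyltransferase reactions run at room temperature for 2 h (20 nM enzyme, 500 nM biotin-H3K9 peptide, 20 uM SAM) after a 15 min compound preincubation; product detected by AlphaScreen beads and anti-H3K9me1 antibody.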
JMJD2A Tudor inh: qHTS Assay for Inhibitors of JMJD2A-Tudor Domain; Lysine-specific demethylase 4A (Homo sapiens), O75164; AlphaScreen JMJD2A-Tudor / H3K4me3 peptide binding; Potency, µM (highest dose often 114 µM), for inactives: at the top dose activity change, negative = inhibition, usual class: inhibitors; hit rate 4.4% among 390,000; AID 504339, 2011; also: % is scaled to controls: 0 for no effect and ±100 for the full control effect; nearly all actives have a fitted effect of over 50% in size
BLM helicase inh: qHTS Assay for Inhibitors of Bloom's syndrome helicase (BLM); RecQ-like DNA helicase BLM (Homo sapiens), P54132; recombinant BLM DNA unwinding, fluorescence dequenching; Potency, µM (series often up to 56.1 µM), for the others: at the highest dose activity change, negative = inhibition, actives largely listed as inhibitors; hit rate 0.2% among 350,000;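 also: plate controls were vehicle for no effect and no enzyme for full effect; nearly all actives have a fitted effect of over 35% in size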
POLK inh: qHTS for Inhibitors of Polymerase Kappa. purified Pol kappa, fluorescent DNA synthesis assay, 10 min. DNA polymerase kappa (Homo sapiens), Q9UBT6. Potency, µM (series often up to 107 µM), for the others: at the highest dose activity, negative = inhibition, hits mostly inhibitors. hit rate 0.53% among 400,000; also: % is scaled to controls: 0 for no effect and ±100 for the full control effect
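10 nM Pol kappa was preincubated with compounds for 15 min at room temperature. Reaction started with 50 nM (final) substrate. Fluorescence read kinetically at 0 and 10 min.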
POLB inh: qHTS Assay for Inhibitors of DNA Polymerase Beta; Pol beta primer extension/strand displacement, fluorescence kinetic; Potency, µM (highest dose often 114 µM), for inactives: at the top dose activity change, negative = inhibition, most hits filed as inhibitors; AID 485314, 2010; hit rate 1.3% among 340,000; also: % is scaled to controls: 0 for no effect and ±100 for the full control effect
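Homogeneous kinetic assay of primer extension and strand displacement by 10 nM Pol beta, preincubated 15 min at room temperature with compound before 50 nM substrate (final) was added. Read at 0 and 10 min; four-parameter Hill fit.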
Pol eta inh: qHTS for Inhibitors of Polymerase Eta | recombinant Pol eta, fluorescent DNA replication assay | Potency, µM (doses to about 114 µM), for the others: at the highest dose activity change, negative = inhibition, actives largely listed as inhibitors | DNA polymerase eta (Homo sapiens), Q9Y253 | hit rate 1.2% among 390,000; also: % is scaled to controls: 0 for no effect and ±100 for the full control effect
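Pol eta (10 nM) was preincubated with compounds for 15 min at room temperature, after which fluorescent replication substrate (50 nM final) was added to start the reaction. Fluorescence was read kinetically at 0 and 10 min.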
POLI inh: qHTS for Inhibitors of Polymerase Iota. DNA polymerase iota (Homo sapiens), Q9UNA4. Pol iota fluorescent replication assay, 10 min. Potency, µM (top dose mostly 115 µM), inactives show at the highest dose activity, negative = inhibition, hits mostly inhibitors. hit rate 1% among 390,000
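Pol iota at 10 nM preincubated 15 min with compounds at room temperature; reaction started with fluorescent substrate, 50 nM final. Fluorescence read kinetically at 0 and 10 min; buffer-only wells as negative control.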
BAZ2B block: qHTS Assay for Inhibitors of BAZ2B; Bromodomain adjacent to zinc finger domain protein 2B (Homo sapiens), Q9UIF8; Potency, µM (series often up to 114 µM), for the others: at the top dose activity change, negative = inhibition, usual class: inhibitors; AlphaScreen BAZ2B-H3K14Ac peptide displacement; AID 504333, 2011; hit rate 4.4% among 360,000; also: % is scaled to controls: 0 for no effect and ±100 for the full control effect; nearly all actives have a fitted effect of over 60% in size
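BAZ2B (50 nM) with biotin-H3(5-23)K14Ac peptide (50 nM) in PBS pH 7.4, 0.01% Tween-20, preformed 30 min, then compound 30 min at room temperature; top concentration 110uM. AlphaScreen streptavidin donor/nickel chelate acceptor beads (10 ug/mL final), 20 min dark, signal read.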
The depositor's hits bear a star; ? = inconclusive; . = not tested or not shown; [ ] = remark or other dose. Calls follow the shape of the dose curve; as a rule, active = well fitted curve in the direction sought with a large enough effect; inconclusive = small, poorly fitted or top-dose-only effect, or another doubt; inactive = no such curve, though single readings can be large; an effect the other way counts as inactive or inconclusive. Potency is read from the fitted curve at half-maximal effect. The list is partial; the hit share may differ from the screen's.

Start of the data: the first 10 records as a preview:
SMILES	APE1 inh	G9a block	JMJD2A Tudor inh	BLM helicase inh	POLK inh	POLB inh	Pol eta inh	POLI inh	BAZ2B block
CCOC(=O)C1(Cc2cccc(OC)c2)CCN(C2CCOCC2)CC1	3%	50µM*	-16%	-16%	-12%	-2%	-7%	31%[activator]	50µM*
COCCn1c(N/N=C(C)/C=C/c2ccccc2)nc2c1c(=O)[nH]c(=O)n2C	13%	.	.	-2%	.	32%	.	.	-13%
COc1cc(C(=O)N2CCCc3ccccc32)cc(OC)c1OC	4%	26%[59 µM]	-2%	4%	-13%	7%	-3%	-15%	18%
COc1ccc(CNC(=O)CN(C(=O)c2csnn2)c2ccc(F)cc2)cc1	27%	21%	-8%	-2%	3%	-6%	-17%	-6%	2%
C#CCNC(=O)C1=C[C@H](c2coc3ccccc3c2=O)C[C@H](OCc2ccc(CO)cc2)O1	-4%	-5%[59 µM]	-10%	2%	3%	2%	-6%	36%[activator]	-12%
CCOC(=O)C1(CC2CCCCO2)CCN(Cc2cccnc2)CC1 (stereo not given)	10%	.	-10%	-1%	-13%	19%	-2%	6%	0%
CCOC(=O)c1c(NC(=O)CSc2nc3nc(C)cc(C)n3n2)sc(CC)c1C	4%	10%[59 µM]	-22%	-1%	-5%	3%	5%	22%	4%
CN=C(N)NCCCC(N)C(=O)O (stereo not given)	.	9%[12.7 µM]	.	.	-3%[19.4 µM]	13%[57.1 µM]	-3%[57.1 µM]	4%[58.9 µM]	.
O=C(CNC(=O)c1sc2ccccc2c1Cl)Nc1ccccc1F	-4%	0%	-1%	.	-1%	.	-20%	33%[activator]	-6%
COc1cc2c(C#N)c(N3CCc4ccccc4C3)nc(N)c2c(N)n1	8%	-3%[12.7 µM]	4.5µM*	-14%	-24%	20%	-14%	24%	?

The list itself (from the top)
SMILES	APE1 inh	G9a block	JMJD2A Tudor inh	BLM helicase inh	POLK inh	POLB inh	Pol eta inh	POLI inh	BAZ2B block
CCOC(=O)C1(Cc2cccc(OC)c2)CCN(C2CCOCC2)CC1	3%	50µM*	-16%	-16%	-12%	-2%	-7%	31%[activator]	50µM*
COCCn1c(N/N=C(C)/C=C/c2ccccc2)nc2c1c(=O)[nH]c(=O)n2C	13%	.	.	-2%	.	32%	.	.	-13%
COc1cc(C(=O)N2CCCc3ccccc32)cc(OC)c1OC	4%	26%[59 µM]	-2%	4%	-13%	7%	-3%	-15%	18%
COc1ccc(CNC(=O)CN(C(=O)c2csnn2)c2ccc(F)cc2)cc1	27%	21%	-8%	-2%	3%	-6%	-17%	-6%	2%
C#CCNC(=O)C1=C[C@H](c2coc3ccccc3c2=O)C[C@H](OCc2ccc(CO)cc2)O1	-4%	-5%[59 µM]	-10%	2%	3%	2%	-6%	36%[activator]	-12%
CCOC(=O)C1(CC2CCCCO2)CCN(Cc2cccnc2)CC1 (stereo not given)	10%	.	-10%	-1%	-13%	19%	-2%	6%	0%
CCOC(=O)c1c(NC(=O)CSc2nc3nc(C)cc(C)n3n2)sc(CC)c1C	4%	10%[59 µM]	-22%	-1%	-5%	3%	5%	22%	4%
CN=C(N)NCCCC(N)C(=O)O (stereo not given)	.	9%[12.7 µM]	.	.	-3%[19.4 µM]	13%[57.1 µM]	-3%[57.1 µM]	4%[58.9 µM]	.
O=C(CNC(=O)c1sc2ccccc2c1Cl)Nc1ccccc1F	-4%	0%	-1%	.	-1%	.	-20%	33%[activator]	-6%
COc1cc2c(C#N)c(N3CCc4ccccc4C3)nc(N)c2c(N)n1	8%	-3%[12.7 µM]	4.5µM*	-14%	-24%	20%	-14%	24%	?
NS(=O)(=O)c1ccc(NC(=O)NC2CCCCC2)cc1	6%	1%	-8%	2%	0%	25%	-18%	15%	5%
COc1ccc(CCNC(=O)C2CCN(c3ncnc4c3nc3n4CCCCC3)CC2)c(OC)c1	.	6%[59 µM]	1%	1%	-1%	9%	-14%	13%	6%
COc1ccc(/C=N\NC(=O)C2CCCC2)cc1Br	32%	7%	-9%	-8%	1%	2%	-16%	51%[activator]	-17%
Oc1ccc(C2C[C@H]3CC[C@@H]2C3)cc1O (stereo not given in full)	-7%	1µM*	20µM*	-5%	-4%	?	-24%	121%[activator]	?
CCOc1ccc(C2C(C(=O)c3cccs3)=C(O)C(=O)N2CCN2CCOCC2)cc1 (stereo not given)	11%	50µM*	-2%	-4%	6%	10%	-3%	-7%	-21%
O=C(C1Cc2ccccc2CN1S(=O)(=O)c1cccs1)N1CCCCC1 (stereo not given)	0%	6%[59 µM]	0%	-3%	-6%	5%	-10%	4%	10%
COc1ccc(CNC(=O)C2=CC(c3ccc(OC)cc3)=NS(=O)(=O)N2C)cc1	0%	11%	-24%	-5%	-5%	-1%	-14%	-3%	1%
O=C1COc2ccc(C(=O)CSc3nnc(-c4cccs4)n3Cc3ccccc3)cc2N1	8%	?	-15%	-4%	-6%	-3%	-10%	29%	-8%
COC(=O)c1cc2c(C)c(C)c3ccccn3c-2c1C(=O)OC	0%	7%[12.7 µM]	-19%	-4%	-3%	16%	?	?	3%
COc1ccc(/C=C2\SC(=O)N(CC(=O)NNC(=O)c3ccccc3O)C2=O)cc1OC	-2%	40%[59 µM]	-27%	-5%	-6%	-4%	?	?	?
O=C(c1ccccc1)c1c[nH]c(C(=O)NNc2ccccc2)c1	0%	10µM*	-9%[11.4 µM]	-2%	-15%	1%	11%	60%[activator]	-21%
O=C(O)C(CCCCN1C(=O)C2C3C=CC(C3)C2C1=O)N1C(=O)C2C3C=CC(C3)C2C1=O (stereo not given)	0%	-5%[59 µM]	-22%	-1%	-6%	-2%	-13%	-12%	1%
COc1ccc(C(=O)NC2CCN(CC(=O)Nc3cccc(C)c3)CC2)cc1OC	-2%	15%[59 µM]	-10%	-12%	-6%	-2%	-12%	7%	5%
O=C(O)C(Cc1ccccc1N(CCO)CCO)N1C(=O)c2ccccc2C1=O (stereo not given)	.	.	-11%	.	-13%	.	-20%	-12%	.
O=C(CSc1nc2ccccc2nc1Cc1ccccc1)Nc1ccccc1C(F)(F)F	.	14%[59 µM]	-9%	-3%	-4%[60.1 µM]	0%	-22%	17%	7%
(listing goes on)
SMILES	APE1 inh	G9a block	JMJD2A Tudor inh	BLM helicase inh	POLK inh	POLB inh	Pol eta inh	POLI inh	BAZ2B block
O=C(CCc1ccc(S(=O)(=O)NC2CCCCC2)cc1)NCc1cccnc1	4%	3%	-8%	-4%	-14%	5%	2%	1%	-13%
CCOCCCNC(=O)c1cc2c(=O)n(C)c3ccccc3c2n1C	.	10µM*	-13%	3%	-7%	-6%	-10%	17%	-8%
Cc1ccc(CN(Cc2cccnc2)C(=S)Nc2cc(Cl)ccc2C)cc1	-2%	4%	-18%	-12%	-9%	5%	-9%	137%[activator]	0%
COCCCNc1ncnc2c1sc1nc(-c3ccco3)c3c(c12)CC(C)(C)OC3	-10%	-40%	4%	-3%	-17%	33%	-21%	?	-17%
CCOC(=O)c1ccc(NC(=O)CN2C(=O)CSC(C)C2=O)cc1 (stereo not given)	-2%	-11%[59 µM]	-3%	4%	-2%	33%	-13%	3%	9%
C(=C\c1nc(-c2ccccc2)no1)/c1ccccc1	-1%	380%[activator][59 µM]	66%[activator]	-4%	-11%	2%	-11%	22%	291%[activator]
C/C(Cl)=C/CSc1nc2c(c(=O)[nH]c(=O)n2C)n1C(C)C	10%	-45%	4%	-1%	-3%	13%	-20%	7%	-10%
O=C(C[n+]1cc(-c2ccccc2)n2c1CCC2)N1c2ccccc2Sc2ccccc21	0%	8%	-15%	-1%	-9%	32%	-21%	9%	-6%
COCCN(C(=O)Cn1nnc2ccccc21)C(C(=O)NC1CCCC1)c1ccc(OC)cc1OC (stereo not given)	0%	-3%[59 µM]	-2%	1%	0%	14%	-13%	-5%	0%
NNc1nc2cccnc2n(CCNc2ncc(C(F)(F)F)cc2Cl)c1=O	-2%	44%	-34%	1%	-2%	-1%	-1%	7%	10%
CCOC(=O)C1CCN(CCC(=O)Nc2ccccc2)CC1	-3%	4%[59 µM]	-12%	0%	-21%	-6%	-5%	-15%	2%
CCOc1ccc(S(=O)(=O)NCCc2csc(-c3ccc(Cl)cc3)n2)cc1	.	-25%[59 µM]	-5%	-6%	-13%[60.1 µM]	3%	-3%	-19%	5%
O=C(COC(=O)/C=C/c1ccccc1)NCc1ccccc1Cl	-5%	7%	-8%	-4%	-6%	-19%	-2%	49%[activator]	-1%
COc1cccc(C(=O)N/N=C2\SCC(=O)N2Cc2ccc3c(c2)OCO3)c1	-2%	1%[59 µM]	-19%	-3%	-15%	5%	-7%	11%	-7%
Cc1nc(CN2CCOCC2)cc(=O)[nH]1	-2%	11%[59 µM]	-12%	-2%	4%	0%	-4%	3%	3%
CCOC(=O)C1CCN(C(=O)CN(c2cccc(OC)c2)S(=O)(=O)c2ccccc2)CC1	-4%	17%[59 µM]	-9%	-3%	-20%	0%	-1%	?	2%
O=C(Nc1ccc(N2CCOCC2)c(Cl)c1)c1cc(F)c(F)cc1Cl	1%	10%[59 µM]	16%	-7%	-1%	0%	-8%	-6%	10%
O=C(Nc1ccccc1)NN(C(=O)CCl)c1ccccc1	43%	-4%	-1%	-5%	-6%	32%	?	35%[activator]	-18%

Screening results (PubChem)
